SUMO1 PPI mod – modulators of SUMO1 protein-protein interactions, primary screen, biochemical, uHTS; Small ubiquitin-related modifier 1 (Homo sapiens), P63165; SUMO1 binding to a labelled peptide, TR-FRET, 1 h; inhibition, % at 20 µM; 360,000 compounds, 0.33% hits; AID 602429, 2012; in the data active = inhibition above about 37%
Target sequence (P63165 whole entry, looked up): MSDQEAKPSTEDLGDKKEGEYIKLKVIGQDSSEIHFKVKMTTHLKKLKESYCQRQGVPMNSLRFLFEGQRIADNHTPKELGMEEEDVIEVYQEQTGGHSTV
bovine MsrA act – bovine MsrA enzyme activators, primary screen, biochemical, absorbance, HTS; purified bovine MsrA, absorbance read-out; 360,000 compounds, 0.3% hits; activation, % at 10.6 µM; Methionine sulfoxide reductase A (Bos taurus); in the data active = activation above about 7.5%;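 note: 0% = vehicle and 100% = reference activator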
Scp1 inh – Scp-1 phosphatase inhibitors, primary screen, biochemical, colorimetric, uHTS | Carboxy-terminal domain RNA polymerase II polypeptide A small phosphatase 1 (Homo … | Recombinant Scp1, phosphopeptide, malachite green phosphate absorbance | inhibition, % at 20 µM | 340,000 compounds, 0.88% hits | AID 493091, 2011;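 active = inhibition above about 50% at 20 µM, limit read from the data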;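 note: plate controls were DMSO wells with enzyme for no effect and wells lacking enzyme for full effect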
Target sequence (Q9GZU7 76-261 limits assumed): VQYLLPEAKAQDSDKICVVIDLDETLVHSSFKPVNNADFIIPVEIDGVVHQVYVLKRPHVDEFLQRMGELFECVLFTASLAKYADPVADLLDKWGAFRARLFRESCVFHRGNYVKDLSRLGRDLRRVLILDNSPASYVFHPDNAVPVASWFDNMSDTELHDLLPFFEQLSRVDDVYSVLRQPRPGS
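Times: enzyme reaction 45 min at room temperature, colour 5 min, stabilisation 30 min. Material: SCP-1 catalytic fragment, aa 76-261. Medium: Acidic Tris acetate buffer with magnesium and detergent. Signal: colorimetric free-phosphate detection, absorbance 630 nm. Read-out basis: % inhibition of SCP-1 phosphate liberation. Reagent: Phosphorylated 17-residue peptide substrate.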
STEP inh – STEP phosphatase inhibitors, primary screen, biochemical, fluorescence intensity, uHTS; Tyrosine-protein phosphatase non-receptor type 5 (Homo sapiens), P54829; recombinant STEP, OMFP fluorogenic substrate; inhibition, % at 20 µM; 360,000 compounds, 0.25% hits; AID 588621, 2011;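 active = inhibition at 20 µM, scaled per plate between control wells, above about 37%, limit read from the data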;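 note: 0% = DMSO with enzyme and substrate and 100% = substrate only without enzyme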
Target sequence (P54829 whole entry, looked up): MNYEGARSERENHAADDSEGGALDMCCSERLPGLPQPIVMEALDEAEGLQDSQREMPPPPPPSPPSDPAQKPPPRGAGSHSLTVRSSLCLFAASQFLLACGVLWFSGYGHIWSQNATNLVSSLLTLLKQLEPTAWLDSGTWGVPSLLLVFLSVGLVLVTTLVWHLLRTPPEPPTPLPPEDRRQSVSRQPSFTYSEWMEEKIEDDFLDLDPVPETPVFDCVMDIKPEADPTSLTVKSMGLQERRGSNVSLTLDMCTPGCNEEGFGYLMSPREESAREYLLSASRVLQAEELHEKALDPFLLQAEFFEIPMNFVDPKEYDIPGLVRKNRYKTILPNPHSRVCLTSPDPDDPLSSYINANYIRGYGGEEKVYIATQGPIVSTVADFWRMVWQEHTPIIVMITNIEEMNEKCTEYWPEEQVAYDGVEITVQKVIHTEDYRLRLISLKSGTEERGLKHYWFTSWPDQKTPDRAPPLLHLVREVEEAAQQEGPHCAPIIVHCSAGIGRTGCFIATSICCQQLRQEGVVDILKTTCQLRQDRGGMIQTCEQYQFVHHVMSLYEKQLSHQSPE
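material = STEP tyrosine phosphatase | reagent = fluorogenic phosphatase substrate OMFP at 25 µM final | doses = single compound dose of 20 µM, 1% DMSO final | schedule = 20 min reaction, room temperature, in the dark | measured by = fluorescence, 480/540 nm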
DNMT1 inh – human DNMT1 methyltransferase inhibitors, primary screen, biochemical, molecular beacon, fluorescence, HinP1I cleavage, uHTS; inhibition (reported as % activation of signal), % at 10 µM; DNA (cytosine-5)-methyltransferase 1 (Homo sapiens), P26358; 360,000 compounds, 0.83% hits; in the data active = inhibition above about 50%
NRP1-CendR mod – modulators of CendR peptide binding to NRP-1, primary screen, biochemical, fluorescence polarization, uHTS. Neuropilin-1 (Homo sapiens), O14786. FAM-RPARPAR peptide binding to NRP-1. 360,000 compounds, 0.85% hits. inhibition, % at 25 µM;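 active = inhibition or corrected inhibition above about 18%, plus a signal ratio from 0.5 to 1.5, limit read from the data, passing the limit was not always enough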; note: strong numbers were not always called active
eLon inh – inhibitors of E. coli Lon protease, primary screen, biochemical, fluorescence polarization. P0A9M0. purified E. coli Lon protease. inhibition, % at 7.94 µM. 360,000 compounds, 0.42% hits; in the data active = inhibition above about 13%, passing the limit was not always enough;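 note: 0% = enzyme with probe and DMSO and 100% = no enzyme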
Tb MetRS inh – T. brucei MetRS inhibitors, primary screen, biochemical, luminescence; purified T. brucei MetRS, ATP depletion, Kinase-Glo luminescence; inhibition, % at 11.9 µM; AID 624268, 2012; 360,000 compounds, 0.4% hits; methionyl-tRNA synthetase (Trypanosoma brucei brucei);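 active = inhibition above a per-plate cutoff of the control wells' mean inhibition plus 3 SD, cut at about 5.5% in these data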;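 note: 0% = DMSO wells median and 100% = median of wells with control inhibitor compound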
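Test system – parasite MetRS enzyme · Reagent – substrates ATP, L-methionine and bulk Escherichia coli tRNA · Doses – 11.9 µM compound single dose, 0.9% DMSO · Times – 15 min enzyme-compound preincubation, 2 h reaction, 10 min detection, 25 °C · Signal – Kinase-Glo luminescence, ATP depletion format · Controls – DMSO-only wells as low control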
LMPTP block – LMPTP phosphatase inhibitors, primary screen, biochemical, fluorescence intensity, uHTS | AID 651560, 2012 | Low molecular weight phosphotyrosine protein phosphatase (Homo sapiens), P24666 | 360,000 compounds, 0.22% hits | inhibition, % at 20 µM | recombinant LMPTP-A, OMFP fluorogenic substrate;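 active = compounds that cut the enzyme signal by at least half of the control window in the single-dose screen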;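 note: plate controls were DMSO wells with enzyme plus substrate for no effect and substrate without enzyme for full effect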
Target sequence (P24666 whole entry, looked up): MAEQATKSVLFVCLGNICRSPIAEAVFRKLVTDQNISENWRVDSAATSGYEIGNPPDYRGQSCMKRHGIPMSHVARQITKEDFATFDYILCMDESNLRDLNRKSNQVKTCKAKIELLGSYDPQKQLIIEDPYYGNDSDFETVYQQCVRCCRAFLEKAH
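Test system: LMPTP-A phosphatase enzyme; input: 0.625 nM LMPTP-A final; reagent: OMFP substrate, 400 µM final; compound dosing: 20 µM single dose, 3% DMSO; incubation: 50 min dark incubation at room temperature; measured by: endpoint fluorescence intensity from OMFP dephosphorylation; measure: % inhibition relative to no-enzyme and uninhibited control wells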
MsrA inhibitor – bovine MsrA enzyme inhibitors, primary screen, biochemical, absorbance, HTS. purified bovine MsrA, absorbance read-out. 360,000 compounds, 0.75% hits. Methionine sulfoxide reductase A (Bos taurus). inhibition, % at 15.5 µM; in the data active = inhibition above about 4.5%;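 note: 0% = vehicle wells with enzyme and 100% = reference inhibitor wells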
* hit, by the source's call; nt = no result given. Rows are unselected (roughly 4.3% active in at least one column).

entry | SUMO1 PPI mod | bovine MsrA act | Scp1 inh | STEP inh | DNMT1 inh | NRP1-CendR mod | eLon inh | Tb MetRS inh | LMPTP block | MsrA inhibitor | mol
1 | -1 | -9 | -7 | -1 | 4 | 5 | -4 | -1.0 | 0.1 | 0.7 | O=C(NC(Cc1c[nH]c2ccccc12)C(=O)NCc1ccc(F)cc1)OCc1ccccc1 (stereo not drawn)
2 | 0 | -6 | -5 | 0 | -1 | -6 | 1 | -0.2 | 0.4 | 0.1 | COCCn1c(-c2ccc(F)cc2)nc2oc3cc(OC)ccc3c(=O)c2c1=O
3 | -5 | -2 | -7 | -1 | -2 | 0 | -1 | -0.4 | 0.7 | -0.8 | CC1CC(C)CN(C(=O)Nc2ccc(Br)cc2)C1 (stereo not drawn)
4 | -19 | 0 | 4 | -3 | 4 | 8 | -3 | -0.7 | -1.3 | -0.4 | Cc1cc(N2O[C@H]3C=C[C@@H]2C3)no1
5 | -1 | 1 | -6 | 2 | -3 | -8 | -9 | 0.2 | 0.9 | -0.2 | Cc1nc(Cc2nnc(SCc3nc(N)nc(Nc4ccccc4C)n3)o2)cs1
6 | 5 | -5 | 1 | 2 | 1 | -11 | -12 | -0.6 | -1.3 | 1.2 | CC(=O)c1c(C(C)=O)c(C)n(NC(=O)c2ccccc2O)c1C
7 | 12 | -2 | 15 | -1 | 2 | -14 | -6 | -0.2 | -1.5 | 1.1 | Cc1nc2c(C(=O)NCCC3=CCCCC3)c[nH]n2c(=O)c1Cl
8 | -4 | -5 | -4 | -2 | -1 | -7 | 1 | 0.6 | -2.3 | 1.4 | Cc1cc(C)n2nc(SCC(=O)N(CC(C)C)c3c(N)n(CC(C)C)c(=O)[nH]c3=O)nc2n1
9 | 2 | -3 | -3 | -6 | 3 | 4 | -3 | -0.8 | -5.1 | 0.9 | Cc1ccc(C(c2nnnn2CCC(C)C)N2CCN(C)CC2)cc1 (stereo not drawn)
10 | 0 | -10 | 4 | -2 | 3 | 7 | 2 | -1.0 | -2.7 | -0.4 | CCc1ccc(CN2CCN(C(=O)c3ccco3)CC2)cc1
11 | -1 | -4 | -6 | 2 | 0 | -1 | -1 | -0.4 | -2.4 | -0.9 | COc1ccc(NC(=O)CN2CCN(c3ccc(F)cc3)CC2)cc1
12 | -1 | 0 | -14 | 0 | 1 | 3 | 0 | -0.3 | 0.7 | -0.7 | CCCCC(CC)CNC(=O)C(Cc1ccccc1)NS(=O)(=O)c1ccc2c(c1)CCC(=O)N2 (stereo not drawn)
13 | -1 | 1 | -6 | 3 | 4 | 3 | -3 | -0.8 | -1.0 | 0.8 | Cc1nnc2n(-c3ccccc3)c(=O)c3c4c(sc3n12)CC(C)CC4 (stereo not drawn)
14 | -3 | -2 | -7 | 2 | -4 | -4 | -3 | -0.3 | -2.1 | -0.1 | C=CCNc1nc(NC(C)(C)CO)nc(OCC)n1
15 | 4 | 0 | -11 | -4 | 0 | 17 | 5 | -0.2 | -1.5 | 0.1 | CC(=O)c1cccc(-n2nnnc2SCC(=O)NNC(=O)C(C)C)c1
16 | 2 | -3 | 1 | -15 | 5 | -8 | 0 | -1.2 | -0.7 | -0.5 | COc1ccc(CN2CCN(Cc3cccn3-c3ncccn3)CC2CCO)c(C)c1C (stereo not drawn)
17 | -1 | 0 | -12 | -1 | 0 | -61 | -4 | -0.1 | -0.5 | nt | CCSc1nnc(-c2c[nH]c3ccccc23)o1
18 | 9 | -3 | 2 | -2 | -6 | 2 | 9 | -0.8 | -0.3 | 0.1 | COC(=O)c1c(C)oc2ccc(N(C(=O)c3ccncc3)S(=O)(=O)c3ccccc3)cc12
19 | -2 | -1 | -6 | 0 | 4 | -5 | -5 | -0.3 | -0.5 | 1.6 | O=C(COC(=O)/C=C/c1cccc(F)c1)Nc1ccc2[nH]c(=O)[nH]c2c1
20 | 27 | -4 | -18 | -3 | -2 | 6 | 7 | -0.2 | 0.9 | 0.8 | CC(C)(c1cc(Br)c(O)c(Br)c1)c1cc(Br)c(O)c(Br)c1
21 | 3 | -3 | -6 | -1 | -8 | -1 | -7 | 0.7 | 0.4 | 0.2 | COc1ccc(CNC(=O)COC(=O)C2=COCCO2)cc1
22 | -4 | -1 | -10 | 2 | 0 | 5 | -1 | -0.4 | 0.8 | -1.2 | C=CCn1c(COc2ccc(CC)cc2)nnc1SCC(=O)NC1CCS(=O)(=O)C1 (stereo not drawn)
23 | -6 | -1 | 2 | 3 | 2 | -2 | -14 | -0.4 | 2.7 | 0.2 | Cc1cc(Oc2ccc(Br)cc2)nc(SCC(=O)c2ccccc2)n1
24 | 0 | -3 | -8 | -1 | 0 | 22 | 3 | -0.3 | 0.2 | -0.2 | Cc1cc(C(=O)NC2CCCc3c2cnn3-c2cc(F)cc(F)c2)nn1C (stereo not drawn)
25 | 2 | -10 | 3 | -5 | 5 | -4 | 3 | -1.9 | -0.4 | 0.0 | O=C(c1cc(Br)ccc1Cl)N1CCCC1
26 | -1 | -4 | nt | -1 | 4 | -4 | 1 | -0.3 | -0.1 | 0.5 | CC(=O)Nc1cncc(-c2cccc(C(=O)N3CCOCC3)c2)n1
27 | -31 | -6 | 0 | -1 | -1 | -2 | -3 | -0.7 | -0.4 | 0.6 | O=[N+]([O-])c1ccc(S(=O)(=O)N/N=C/c2ccc3c(c2)OCO3)cc1
28 | -4 | -8 | 6 | 0 | 0 | 2 | -20 | -0.5 | 2.5 | 0.3 | CC(C)N(C1=N/C(=C\c2ccco2)C(=O)N1c1ccccc1)C(C)C
29 | 1 | -1 | -7 | 0 | -3 | -1 | 0 | -0.2 | -2.9 | 1.5 | Cc1ccc(NC(=O)C2CCN(S(=O)(=O)c3c(C)n[nH]c3C)CC2)c(C)c1
30 | -31 | -3 | -7 | -2 | 0 | 2 | 8 | -1.0 | -4.2 | -0.1 | Nc1nonc1C(=O)NCCNc1ncccc1[N+](=O)[O-]

Entries of single compounds from above. Values in the order: SUMO1 PPI mod	bovine MsrA act	Scp1 inh	STEP inh	DNMT1 inh	NRP1-CendR mod	eLon inh	Tb MetRS inh	LMPTP block	MsrA inhibitor
C=CCNc1nc(NC(C)(C)CO)nc(OCC)n1 is entered as -3	-2	-7	2	-4	-4	-3	-0.3	-2.1	-0.1
O=C(NC(Cc1c[nH]c2ccccc12)C(=O)NCc1ccc(F)cc1)OCc1ccccc1 (stereo not drawn) is entered as -1	-9	-7	-1	4	5	-4	-1.0	0.1	0.7
Cc1nc(Cc2nnc(SCc3nc(N)nc(Nc4ccccc4C)n3)o2)cs1 is entered as -1	1	-6	2	-3	-8	-9	0.2	0.9	-0.2
Cc1cc(N2O[C@H]3C=C[C@@H]2C3)no1 is entered as -19	0	4	-3	4	8	-3	-0.7	-1.3	-0.4
C=CCn1c(COc2ccc(CC)cc2)nnc1SCC(=O)NC1CCS(=O)(=O)C1 (stereo not drawn) is entered as -4	-1	-10	2	0	5	-1	-0.4	0.8	-1.2

Going on with the list.
entry | SUMO1 PPI mod | bovine MsrA act | Scp1 inh | STEP inh | DNMT1 inh | NRP1-CendR mod | eLon inh | Tb MetRS inh | LMPTP block | MsrA inhibitor | mol
31 | -3 | 0 | -2 | 0 | 2 | 4 | -4 | 0.5 | -0.9 | -1.2 | CCOC(=O)N1CCN(C(=O)c2ccc3c(=O)n(CC4CCCO4)c(=S)[nH]c3c2)CC1 (stereo not drawn)
32 | 0 | -3 | -10 | 1 | -7 | -3 | 5 | 0.1 | 2.5 | -0.3 | O=C(c1cc2ccccc2o1)N1CCN(S(=O)(=O)/C=C/c2ccccc2)CC1
33 | 1 | -4 | -5 | 0 | -2 | -5 | -1 | -0.7 | -0.6 | -0.2 | CCn1c(CNC(=O)c2ccco2)nnc1SCC(=O)Nc1ccc(Br)cc1F
34 | 4 | -7 | 10 | -1 | 56* | -122 | -32 | 0.5 | 2.4 | 0.5 | COc1ccc(C2=NN(c3nc(-c4ccccc4)c(CC(=O)O)s3)C(c3ccco3)C2)cc1 (stereo not drawn)
35 | -7 | -2 | -13 | 2 | -5 | -7 | -12 | -0.6 | 44 | 1.7 | COc1ccc(C(=O)c2ccc(CC#N)s2)cc1
36 | 2 | -8 | 0 | -7 | 1 | 4 | 0 | -1.4 | -1.7 | -0.8 | CC(C)=CCN1CCN(Cc2cc(F)ccc2-n2nc(C)cc2C)CC1CCO (stereo not drawn)
37 | 2 | 1 | 1 | -3 | 0 | 4 | -6 | -0.5 | -1.7 | 0.5 | O=C(CN1CCCCC1)Nc1cccc2c1OCO2
38 | 1 | -2 | -12 | 4 | -19 | -26 | -3 | 0.7 | 0.3 | 2.1 | CCN1CCCC1CNC(=S)Nc1ccc(C(C)=O)cc1 (stereo not drawn)
39 | 6 | -2 | nt | 2 | -4 | -9 | -11 | 0.5 | -1.9 | nt | CCCS(=O)(=O)NC(=O)C1(C)CCCN(C(=O)c2cccc(C)c2C)C1 (stereo not drawn)
40 | -3 | -4 | -11 | -2 | -2 | -4 | -1 | -0.5 | 1.1 | -0.1 | Cc1ccc(-c2noc(CCC(=O)NCc3ccc4c(c3)OCO4)n2)cc1
41 | -20 | -11 | 3 | 1 | 9 | -1 | 7 | -1.2 | 4.0 | 2.4 | Cc1cccn2c(=O)c3cc(C(=O)NCC4CCCO4)c(=N)n(CCN4CCOCC4)c3nc12 (stereo not drawn)
42 | 8 | 1 | 22 | 2 | 19 | -11 | 11 | 0.6 | 0.2 | 0.1 | COC(=O)c1cccc(NC(=O)CSc2nc(C)cc(=O)[nH]2)c1
43 | -2 | -5 | -5 | -1 | -5 | 7 | -12 | -0.7 | 0.0 | 1.8 | COc1cc(CCC(=O)OCC(=O)NC(=O)c2ccc(Cl)cc2)cc(OC)c1OC
44 | 2 | -1 | nt | 0 | 4 | -11 | -12 | -0.3 | -1.5 | 0.2 | COCCNC(=O)C1CCCN(C(=O)c2ccc(C(F)(F)F)nc2C)CC1 (stereo not drawn)
45 | -7 | -12 | 3 | -2 | 5 | -3 | -2 | -2.1 | -0.8 | -0.5 | CCCC1C(C#N)=C(N)Oc2cc(C)n(C)c(=O)c21 (stereo not drawn)

Source: PubChem BioAssay
